UHRF1 MBD2 ctr – UHRF1 methylated DNA binding inhibitors, primary screen, counter-screen for MBD2 inhibitor project, biochemical, TR-FRET, human UHRF1, single concentration; UHRF1 binding to methylated oligo; inhibition, % at 4.4 µM; 370,000 compounds, 0.75% hits; in the data active = inhibition above about 21%;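 also: UHRF1 SRA domain binding a hemimethylated CpG hairpin DNA probe; 0% = median of test compound wells and 100% = reference inhibitor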
ABHD4 inh – ABHD4 inhibitors, primary screen, biochemical, fluorescence polarization, mouse; (Lyso)-N-acylphosphatidylethanolamine lipase (Mus musculus), Q8VD66; purified mABHD4, FP-Rh probe fluorescence polarization; inhibition, % at 8.92 µM; 370,000 compounds, 0.54% hits;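 active = inhibition exceeding the mean over every tested compound plus 3 SD, cut at about 30% in these data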;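 also: 0% = plate median of compound wells and 100% = S159A mutant with DMSO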
Target sequence (Q8VD66 whole entry, looked up): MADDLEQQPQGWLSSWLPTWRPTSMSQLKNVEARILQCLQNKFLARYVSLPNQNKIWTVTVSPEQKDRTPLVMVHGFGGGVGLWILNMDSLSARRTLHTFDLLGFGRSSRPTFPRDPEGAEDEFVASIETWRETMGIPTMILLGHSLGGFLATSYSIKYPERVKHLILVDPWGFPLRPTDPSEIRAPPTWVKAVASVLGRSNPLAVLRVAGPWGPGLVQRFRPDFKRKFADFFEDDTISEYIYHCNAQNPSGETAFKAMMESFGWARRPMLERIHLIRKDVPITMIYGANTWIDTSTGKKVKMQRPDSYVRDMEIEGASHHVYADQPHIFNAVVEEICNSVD
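Assay system: mouse ABHD4 enzyme, wild type / Also added: fluorescent activity-based probe FP-Rh / Doses: single nominal dose of 8.92 µM, 0.89% DMSO final / Timing: 45 min compound pre-incubation plus 60 min probe step, 25 °C / Signal: FP readout, ex 525 nm / em 598 nm / Control set: S159A mutant/DMSO as 100%, compound-well median as 0%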
rCAG binder – binders of r(CAG) RNA repeats, primary screen, biochemical, fluorescence. 370,000 compounds, 1.3% hits. r(CAG) RNA repeat, TO-PRO-1 dye displacement fluorescence. inhibition, % at 3 µM. AID 651821, 2012;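 active = inhibition above the plate cutoff, the mean of all test compounds on that plate plus 3 SD, cut at about 35% in these data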;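 also: 0% = DMSO alone and 100% = 100 µM mitoxantrone as full dye displacement; higher means more dye released from RNA so lower well fluorescence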
HTRA1 inh – HTRA1 serine protease inhibitors, primary screen, biochemical, fluorescence polarization, HTS; 340,000 compounds, 0.5% hits; inhibition, % at 5.96 µM; Q92743; recombinant HTRA1, FP-rhodamine activity-based probe; in the data active = inhibition above about 36%;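 also: 0% = enzyme with DMSO and 100% = wells lacking enzyme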
TCR CD3 inh – inhibitors of human TCR-CD3 interaction, primary screen, biochemical, fluorescence, TAMRA-labeled TCR probe; T-cell receptor (TCR); inhibition, % at 9.4 µM; 360,000 compounds, 0.37% hits; in the data active = inhibition above about 19%;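 also: recombinant mutant TCR 2C K166C tagged with TAMRA read by polarization; 0% = receptor in buffer alone and 100% = receptor with positive control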
PRMT1 inh – PRMT1 methyltransferase inhibitors, primary screen, biochemical, fluorescence polarization; Protein arginine N-methyltransferase 1 (Homo sapiens), Q99873; recombinant PRMT1, activity-based probe fluorescence polarization; inhibition, % at 2.79 µM; 370,000 compounds, 1.3% hits; AID 652257, 2013;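 active = inhibition above about 21% made by adding two undisclosed values, limit read from the data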
MBD2 DNA inh – inhibitors of MBD2 binding to methylated DNA, primary screen, biochemical, TR-FRET, DNA-binding domain, human; MBD2 binding to methylated oligonucleotide; 370,000 compounds, 0.31% hits; inhibition, % at 4.4 µM; Methyl-CpG-binding domain protein 2 (Homo sapiens), Q9UBB5; in the data active = inhibition above about 13%
Target sequence (Q9UBB5 whole entry, looked up, the tested form may be a part): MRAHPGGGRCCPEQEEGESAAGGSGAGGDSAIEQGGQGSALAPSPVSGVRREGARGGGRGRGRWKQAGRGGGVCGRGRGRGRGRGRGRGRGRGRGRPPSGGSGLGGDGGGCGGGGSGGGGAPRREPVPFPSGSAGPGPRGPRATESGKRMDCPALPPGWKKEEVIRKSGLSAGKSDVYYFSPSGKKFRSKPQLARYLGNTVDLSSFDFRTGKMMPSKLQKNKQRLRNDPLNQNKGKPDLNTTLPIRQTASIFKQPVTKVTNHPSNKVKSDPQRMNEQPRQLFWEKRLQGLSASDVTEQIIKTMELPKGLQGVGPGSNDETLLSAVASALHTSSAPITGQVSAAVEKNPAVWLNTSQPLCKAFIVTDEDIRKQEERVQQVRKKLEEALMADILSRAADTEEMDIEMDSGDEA
NR1D1 modulator – modulators of Rev-erb alpha DNA binding, primary screen, biochemical, FITC-DNA, fluorescence polarization, uHTS | activity, % at 10 µM | AID 1259318, 2017 | 370,000 compounds, 0.79% hits | Rev-erbα–FITC-DNA binding, 90 min;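 active = activity above about 14%, limit read from the data; passing the limit was not always enough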;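 also: 0% = DMSO wells with 35 nM protein and 100% = DMSO wells with 750 nM protein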
LEDGF integ inh – blockers of LEDGF/p75-dependent integrase strand transfer – biochemical, TR-FRET, high throughput, primary screen; HIV-1 integrase (with human LEDGF/p75); TR-FRET IN-LEDGF/p75 DNA integration, Eu/Cy5; inhibition, % at 3.7 µM; 370,000 compounds, 0.64% hits;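 active = inhibition above the screen-wide mean plus 3 SD, cut at about 13% in these data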;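 also: signal is the Cy5 over europium emission ratio at 671 and 618 nm; 0% = plate median of compound wells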
PG9 binder – binders of HIV-1 gp120 antibody PG9, primary screen, biochemical, TR-FRET; AID 624416, 2012; 360,000 compounds, 0.43% hits; TR-FRET gp120-PG9 antibody binding; inhibition, % at 6.7 µM; HIV-1 gp120 / PG9 antibody interaction; in the data active = inhibition above about 8.5%
The depositor's hits bear a star; · = not tested or not shown. An excerpt; rates above refer to the full screens.

SMILES	UHRF1 MBD2 ctr	ABHD4 inh	rCAG binder	HTRA1 inh	TCR CD3 inh	PRMT1 inh	MBD2 DNA inh	NR1D1 modulator	LEDGF integ inh	PG9 binder
Cc1ccc2c(Cl)cc(Cl)c(OCC(=O)Nc3cccc(S(=O)(=O)N(C)C)c3)c2n1	-7	2	1	-1	-6	-5	-10	2	8	-2.4
CC(C)N1CCCC(C)(C(=O)Nc2ccc3c(c2)OCO3)C1 (configuration not stated)	3	4	1	·	-5	2	2	-7	-1	-0.9
Cn1c(/N=C/c2ccc3c(c2)OCO3)nc2ccccc21	-3	-1	0	-1	6	0	-1	-2	-5	-1.3
O=C(CSc1ncnc2c1cnn2-c1ccccc1)Nc1ccccc1	0	4	2	-4	3	1	-1	5	2	1.4
CCOc1ccc(CN(C)CCc2ccccn2)cc1	4	16	0	3	9	8	3	6	6	0.6
CCN(CC)S(=O)(=O)c1cc([N+](=O)[O-])ccc1N1CCC(C(N)=O)CC1	-5	2	-3	4	-8	2	-6	1	0	2.3
Clc1ccc(Cc2nnc(-c3cccs3)o2)cc1	0	-1	0	-7	-5	4	-5	11	-3	-0.4
COC(=O)n1c(SC)nc2ccccc21	0	9	-2	10	7	0	6	-1	-2	0.0
Cc1c(C(=O)N2CCCC2)oc2c1-c1nn(CC(=O)NCCCOC(C)C)cc1CC2	-4	5	-5	-8	6	1	2	10	3	-0.3
Cc1cc(N2CCN(C)CC2)nc2ccc(NC(=S)N3CCOCC3)cc12	14	6	-5	12	-4	4	3	1	-2	-0.9
Cc1ccc2nc(NC(=O)C3CC3C)sc2c1 (configuration not stated)	1	3	0	-6	7	3	-5	1	-1	-0.2
CC(=O)c1ccc(NC(=O)CN2C(=O)CCC2=O)cc1	2	4	2	-3	0	1	-3	·	2	-2.5
CNC(=S)N(CCc1c(C)[nH]c2ccc(OC)cc12)Cc1cccnc1	0	2	-6	1	6	-3	5	-7	1	-2.5
O=C(Nc1ccc(C(F)(F)F)cc1)N1CCN(C(=O)c2ccco2)CC1	15	-6	-3	-2	4	1	1	3	-1	-2.2
O=C(CC12CCC(CC1)C2)NCc1ccc2c(c1)OCO2	-1	7	-4	5	10	-3	-3	2	2	-0.6
COC(=O)c1cc(-c2ccccc2)sc1NC(=O)CN1C(=O)c2ccccc2C1=O	1	-2	8	-10	-5	5	4	0	-2	0.9
COCCCNC(=O)c1ccc(CS(=O)(=O)c2ccccc2OC)o1	0	2	-2	0	-4	3	2	-5	5	-0.6
CCCCCC[N+](C)(C)CC/C=C1/c2ccccc2Sc2ccc(Cl)cc21	3	26	3	-1	-2	-3	-2	0	-4	-0.2
COc1ccc(CCNC(=O)CSc2cn(Cc3ccccc3)c3ccccc23)cc1OC	0	-3	2	-1	-1	-2	-3	2	1	-1.5
S=C(Nc1ccc(Cl)cc1)N1CCN(C2CCCCC2)CC1	1	-5	-7	-5	2	-4	-3	-1	-3	-0.3
Cc1ccc(S(=O)(=O)N2CCC(C)CC2)c([N+](=O)[O-])c1	0	2	-5	·	0	-3	2	5	-1	-3.8
COc1cccc(-c2nc(CS(=O)(=O)CC(=O)NCCc3ccc(OC)c(OC)c3)c(C)o2)c1	2	3	-2	-3	-6	3	3	11	-8	-1.3
COc1ccc(/C=C2\SC(=S)N(CC(=O)NCCO)C2=O)cc1	-7	-1	0	-4	2	0	-4	-1	-2	-4.2
CC(C)(C)C(=O)N1CCC2CC1c1cc(-c3ccc4c(c3)OCO4)ccc12 (configuration not stated)	-1	-4	6	·	6	0	-1	2	-2	-1.6
CCn1cc(/C=C/C(=O)Nc2c(C)nn(Cc3ccccc3C)c2C)cn1	1	3	-9	6	2	-1	0	3	2	-1.3
O=C(c1oc(=O)c2ccccc2c1-c1ccccc1)N1CCOCC1	-1	5	-2	4	2	0	1	-2	2	-0.5
COc1cc(CC(=O)C(=O)O)oc(=O)c1	7	11	2	6	0	8	9	-2	2	-1.0
CCCNC(=O)C1CC(=O)N(c2ccc(OCc3ccccc3)cc2)C1 (configuration not stated)	-1	-4	1	-2	0	-1	-1	-8	0	0.9
NS(=O)(=O)c1ccc(CCNS(=O)(=O)c2cccc3cccnc23)cc1	-2	-3	4	0	8	0	-8	2	0	0.8
Cc1ccc(NS(=O)(=O)N2CCOCC2)cc1	3	-10	-3	3	-3	7	8	2	1	-0.5
Cc1[nH]c2ccccc2c1C(=O)CN1CCCCC1CCO (configuration not stated)	1	4	0	-7	4	0	4	-5	-3	1.0
C=C(C)C(=O)OCC(C)C	1	3	0	-1	11	-2	-1	-4	1	-2.7
CCC(C)NC(=O)c1cn(CCOC)c(=O)c2c1c1ccccc1n2C (configuration not stated)	-3	0	-5	15	5	0	-1	2	5	-1.3
CCNC(=O)NC(C(=O)OC)C12CC3CC(CC(C3)C1)C2 (configuration not stated)	-2	3	-5	-1	1	-2	0	-3	-2	0.2
CC(C)N1CCC(C)(C(=O)Nc2ccc(-n3cccc3)cc2)C1 (configuration not stated)	-1	1	4	·	-7	-1	3	-1	0	-0.4
CC(C)(C)c1ccc(S(=O)(=O)NCc2ccccn2)cc1	-1	5	-4	6	-1	0	-2	9	0	-1.7
CCOC(=O)c1sc(-c2ccc(Cl)cc2Cl)nc1O	-1	-3	4	6	-9	3	4	-4	-3	4.4
CCN(CC)CCn1c(=S)[nH]c2cc(C(=O)NCCc3ccc(OC)c(OC)c3)ccc2c1=O	2	0	4	-5	-1	0	7	11	-5	0.4
O=C(Nc1ccc(Cl)cc1)c1cc2nc(C3CC3)cc(C(F)(F)F)n2n1	-1	1	1	-14	-5	-1	4	2	0	0.7
CC1CN(C(=O)COC(=O)c2nn(-c3ccccc3)c(=O)c3ccccc23)CC(C)O1 (configuration not stated)	0	-1	-4	5	-6	-2	-2	-1	-1	-0.8
Cc1ccccc1C(=O)c1cccn1CC(=O)NCc1ccc2c(c1)OCO2	2	-4	6	-11	-1	-1	1	0	3	-1.2
CC(=O)C1=NOC2C(=O)N(c3ccccc3)C(=O)C12 (configuration not stated)	0	3	1	2	0	4	2	0	-1	-2.1
Cc1ccc(NC(=O)OCCCN2C(=O)CCC23CCC(C)CC3)cc1 (configuration not stated)	0	-2	-1	·	·	-5	-5	2	5	·
CCN(CC)C(=O)C(=O)N/N=C/c1ccc(Br)cc1	1	10	-1	5	6	-3	1	1	0	1.6
CC(=O)c1ccccc1OCCOCCOc1ccccc1C(C)=O	3	8	-4	0	3	1	2	0	-1	0.2
COc1ccc(-c2csc(NC(=O)CS(=O)(=O)c3ccccc3)n2)c(OC)c1	0	-11	7	-16	-6	-3	-4	1	5	-2.3
CCCNC(=O)c1c(N)n(-c2cc(OC)cc(OC)c2)c2nc3ccccc3nc12	-4	-2	0	-31	1	-3	2	5	1	-0.4
CC(=O)c1c(-c2ccccc2)c2cc(Cl)ccc2[nH]c1=O	1	1	-4	-4	-1	3	4	-3	0	-0.1
Cc1ccc(C2(C)NC(=O)N(CC(=O)Nc3ccccc3C(=O)NC3CCCC3)C2=O)cc1 (configuration not stated)	1	-1	-4	-16	-4	-2	4	-3	0	-1.8
O=C(c1ccco1)N1CCN(C(=O)c2cnn3cccnc23)CC1	-2	-1	3	-5	2	-2	-5	10	-2	-0.7
O=C(CSc1nnc(-c2ccc3c(c2)OCCO3)o1)N1CCCC1	-1	0	-7	-5	-5	3	0	-4	0	-4.0
COC(=O)[C@@H]1C[C@H]2CC[C@H](O)C[C@H]2N1Cc1ccccc1OC(=O)c1cccs1	1	-5	7	6	-1	0	3	-1	3	-2.0
COc1ccc(NC(=O)CSc2nnc3ccc(-c4ccccn4)nn23)c(OC)c1	3	-2	1	2	-3	1	-2	1	1	-0.1
CCOc1ccc(-c2noc(CCCC(=O)NCC3CCCO3)n2)cc1OC (configuration not stated)	1	6	-4	-4	8	0	-2	-1	2	-2.0
CCNC(=O)COc1ncnc2scc(-c3ccc(F)cc3)c12	2	-5	1	-5	-5	2	1	-1	1	-1.3
CN1CCCCC(NC(=O)c2c(F)cccc2F)C1=O (configuration not stated)	3	0	0	·	-1	5	1	-7	-1	-0.6
COc1cccc(NS(=O)(=O)c2ccc3[nH]cc(C(=O)NCCC(C)C)c(=O)c3c2)c1	8	-44	31	-46	-6	-1	-4	2	-11	7.8
COc1ccc2c(c1OC)C(=O)OC2Nc1nc(-c2cc3ccccc3oc2=O)cs1 (configuration not stated)	-12	6	9	-5	2	1	0	4	-2	-0.5
N#Cc1nc(-c2cccc3ccccc23)oc1NCC1CCCO1 (configuration not stated)	6	-13	8	·	-4	5	4	-2	3	4.4
Cc1cc(C)cc(OCC(=O)NNC(=O)CCN2C(=O)c3ccccc3C2=O)c1	0	-2	1	0	2	-2	3	-3	3	-0.1

Structures above that contain a CF3 group, in the order listed:
SMILES	UHRF1 MBD2 ctr	ABHD4 inh	rCAG binder	HTRA1 inh	TCR CD3 inh	PRMT1 inh	MBD2 DNA inh	NR1D1 modulator	LEDGF integ inh	PG9 binder
O=C(Nc1ccc(C(F)(F)F)cc1)N1CCN(C(=O)c2ccco2)CC1	15	-6	-3	-2	4	1	1	3	-1	-2.2
O=C(Nc1ccc(Cl)cc1)c1cc2nc(C3CC3)cc(C(F)(F)F)n2n1	-1	1	1	-14	-5	-1	4	2	0	0.7

The listing continues:
SMILES	UHRF1 MBD2 ctr	ABHD4 inh	rCAG binder	HTRA1 inh	TCR CD3 inh	PRMT1 inh	MBD2 DNA inh	NR1D1 modulator	LEDGF integ inh	PG9 binder
C/C(=N\NC(=O)c1ccccc1)c1ccccc1F	-2	0	0	0	6	-1	-6	0	-2	-1.4
C[C@H]1CN([C@@H](C)CO)C(=O)c2cccc(NC(=O)C3CC3)c2O[C@H]1CN(C)S(=O)(=O)c1cccs1	-5	-5	0	1	-3	-1	1	-7	7	-0.8
CCC1=Nc2cc(C(=O)NCC3CCCO3)ccc2Sc2ccc(Br)cc21 (configuration not stated)	4	-18	4	-29	-2	-3	3	-1	0	0.7
O=C(Cn1cnc2c(cnn2-c2ccccc2)c1=O)N1CCCc2ccccc21	1	1	1	-1	-1	3	1	4	1	0.6
Cc1ccccc1NC(=O)c1cccc(N2C(=O)C3C4CCC(C4)C3C2=O)c1 (configuration not stated)	4	0	-6	4	-4	1	2	2	-1	-0.5
O=C(NCC1CCCO1)C1CCN(CC2CCCCC2)CC1 (configuration not stated)	3	5	0	3	-3	0	2	4	1	0.5
COc1cc(SC)ccc1C(=O)Nc1cccc(S(=O)(=O)NC2=NCCC2)c1	1	-2	4	1	2	1	-6	-2	-1	-0.1

As entered above:
Cc1ccccc1NC(=O)c1cccc(N2C(=O)C3C4CCC(C4)C3C2=O)c1 (configuration not stated) | LEDGF integ inh = -1
C[C@H]1CN([C@@H](C)CO)C(=O)c2cccc(NC(=O)C3CC3)c2O[C@H]1CN(C)S(=O)(=O)c1cccs1 | LEDGF integ inh = 7

Source: PubChem
